D2 PAM = D2 dopamine receptor (human) potentiation; P14416; HEK293 T-REx D2, calcium flux, EC20 dopamine potentiation; potentiation, % at 10 µM; 340,000 tested, 0.34% active;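 active means potentiation over 3 SD above the plate norm, cut at about 30% in these data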; further: 0% is about no effect
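Tetracycline-induced Hek293 Trex D2 cells, force-coupled to calcium, loaded with no-wash calcium dye. Compound added with 180 s kinetic read for agonism, then EC20 dopamine and a further 180 s read for potentiation.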
RXFP1 agonist = agonists of human relaxin receptor RXFP1; 370,000 tested, 0.3% active; Potency, µM (titrated, usually from 57.5 µM), inactives show at the highest dose activation, actives largely listed as activators; Q9HBX9; AID 2676; HEK293T-RXFP1 cAMP TR-FRET, 30 min; response scale: percent of porcine relaxin response, buffer zero; further: potency means the concentration at half of the fitted maximal effect; on the % scale 0 is the no-effect control and ±100 the full control effect; nearly all actives have a fitted effect of over 60% in size; many of its hits are not listed in these tables
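cAMP rise read by TR-FRET after 30 min, 37C compound exposure (up to 58 uM) in RXFP1-transfected HEK293 cells with Ro 20174 present. EC50 from Hill-equation fits, with 29 nM porcine relaxin as 100% and buffer as basal.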
Glioma ERSR ind = inducers of ER stress response in human glioma cells. U87-MG GRP78 promoter luciferase reporter, 16 h. Potency, µM, for inactives: top-dose activation, usual class: activators. 420,000 tested, 0.02% active. AID 602332; further: potency means the concentration at half of the fitted maximal effect; series mostly up to about 76 µM; % of control where 0% means no effect; nearly all actives have a fitted effect of over 35% in size
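ERSR induction read as luciferase luminescence (Bright-Glo, 10 min at room temperature) in stably transfected human U87-MG glioma cells exposed to compounds for 16 h, using GRP78 as sensor.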
D1 ag = agonists of human D1 dopamine receptor. activation, % at 2 µM. 360,000 tested, 1% active. HEK293 T-REx D1 cells, calcium flux, agonist mode; in the data active means activation above about 30%; further: 0% is about no effect
Target sequence (P21728 whole entry, looked up): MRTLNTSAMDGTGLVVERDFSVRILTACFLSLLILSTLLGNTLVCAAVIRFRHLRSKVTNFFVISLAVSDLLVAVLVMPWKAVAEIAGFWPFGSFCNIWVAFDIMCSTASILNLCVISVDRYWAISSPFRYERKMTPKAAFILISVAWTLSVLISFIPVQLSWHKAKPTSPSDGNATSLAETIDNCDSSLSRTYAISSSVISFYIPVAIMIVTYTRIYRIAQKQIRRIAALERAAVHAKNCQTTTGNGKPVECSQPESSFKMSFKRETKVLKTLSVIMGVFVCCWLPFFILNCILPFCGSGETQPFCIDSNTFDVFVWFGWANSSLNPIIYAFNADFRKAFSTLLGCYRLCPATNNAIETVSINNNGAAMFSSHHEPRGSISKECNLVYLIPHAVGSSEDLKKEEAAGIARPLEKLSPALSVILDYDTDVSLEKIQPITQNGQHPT
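Inducible HEK293 T-REx D1 cells, force-coupled to calcium signalling, were plated at 4000 cells/well with tetracycline and held overnight at 30 C. After no-wash calcium dye loading, compound-evoked calcium rise over 180 s flagged agonists.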
RXFP1 antag = antagonists of human relaxin receptor RXFP1; Q9HBX9; HEK293-RXFP1, relaxin-stimulated cAMP HTRF, 30 min; stronger effect = lower value; activity change, negative = inhibition, % at 57.5 µM; 350,000 tested, 0.59% active; AID 1259400;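 active means activity change of -60% or lower, but not beyond a set lower limit; inconclusive means change between -60% and -40%, or beyond the set limit; inactive means change above -40%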; further: on the % scale 0 is the no-effect control and ±100 the full control effect
Vif-A3F inh = inhibitors of Vif-A3F interaction; HeLa A3F-eYFP + Vif (tagged APOBEC3F with the HIV-1 protein that degrades it), YFP fluorescence increase; Potency, µM (series often up to 46.1 µM), without a hit: top-dose activity, negative = active; 390,000 tested, 0.2% active; AID 602313; further: potency means the concentration at half of the fitted maximal effect; % of control where 0% means no effect; nearly all actives have a fitted effect of over 65% in size
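Fluorescence increase (Ex 488/Em 500-530) after overnight compound treatment at 37 deg C flags inhibition of Vif-driven A3F-eYFP loss in stable HeLa A3F-eYFP/Vif cells seeded overnight beforehand.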
D1 antag = blocks dopamine activation of the human D1 receptor; P21728; HEK293 TREx D1 cells, calcium flux, dopamine EC80; stronger effect = lower value; activity change, negative = inhibition, % at 10 µM; 360,000 tested, 3.2% active; in the data active means activity change below about -30%; further: on the % scale 0 is the no-effect control and ±100 the full control effect
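Inducible Hek293 Trex D1 cells (tetracycline, overnight, 30 C). Calcium dye 30–90 min RT. Antagonist mode: EC80 dopamine added after 180 s compound read.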
Vif-APOBEC3G blk = inhibitors of Vif-APOBEC3G interaction. Q9HC16. HeLa A3G-eYFP + Vif (tagged APOBEC3G with the HIV-1 protein that degrades it), YFP fluorescence, overnight. Potency, µM (titrated, usually from 46.1 µM), inactives show at the top dose activity, negative = active, hits mostly inhibitors. 410,000 tested, 0.076% active. AID 602310;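 further: potency means the concentration at half of the fitted maximal effect; on the % scale 0 is the no-effect control and ±100 the full control effect; nearly all actives have a fitted effect of over 60% in size; hits raise eYFP signal because A3G escapes Vif-driven loss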
Target sequence (Q9HC16 whole entry, looked up): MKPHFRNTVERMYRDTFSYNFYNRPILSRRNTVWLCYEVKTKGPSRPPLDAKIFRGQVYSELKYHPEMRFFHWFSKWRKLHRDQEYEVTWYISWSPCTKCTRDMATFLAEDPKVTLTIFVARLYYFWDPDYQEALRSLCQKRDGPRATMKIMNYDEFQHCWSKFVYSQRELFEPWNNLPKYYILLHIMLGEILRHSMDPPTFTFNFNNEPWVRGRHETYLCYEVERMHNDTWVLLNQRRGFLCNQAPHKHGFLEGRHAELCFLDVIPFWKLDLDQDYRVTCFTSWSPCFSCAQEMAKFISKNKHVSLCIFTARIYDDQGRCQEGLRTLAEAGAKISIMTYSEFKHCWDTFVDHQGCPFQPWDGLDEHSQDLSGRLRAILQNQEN
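HeLa cells stably expressing Vif and C-terminally eYFP-tagged A3G, seeded overnight at 37 deg C, then exposed to compound by pintool overnight at 37 deg C. Rise in yellow fluorescence (Ex 488/Em 500-530, Acumen) marks blocked Vif-driven A3G degradation.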
D1 PAM = enhances dopamine response at the human D1 receptor | P21728 | HEK293 TREx D1 cells, calcium flux, dopamine EC20 potentiation | potentiation, % at 10 µM | 360,000 tested, 0.036% active | AID 504651; in the data active means potentiation above about 30%; further: 0% is about no effect
The depositor's hits bear a star; ? = inconclusive; / = no result given; & = joins results of further samples. Unless noted, the call rests on the fitted dose curve; in most records, active means well fitted curve in the direction sought with a large enough effect; inconclusive means small, poorly fitted or top-dose-only effect, or another doubt; inactive means no such curve, though single readings can be large; an effect the other way counts as inactive or inconclusive.

SMILES	D2 PAM	RXFP1 agonist	Glioma ERSR ind	D1 ag	RXFP1 antag	Vif-A3F inh	D1 antag	Vif-APOBEC3G blk	D1 PAM
Cc1ccccc1C(NC(N)=O)c1ccccc1 (configuration not stated)	7	-2.2%	-6%	0	-12	-11%	11	0%	1
COc1ccccc1CNS(=O)(=O)c1c(C)nc2scc(C)n2c1=O	0&2	0.2%&2.8%	-5%&-3%	0&-1	2&2	-10%&-1%	-12&3	-2%&2%	-7&1
Cc1ccccc1NS(=O)(=O)c1ccc(F)cc1	-1	2.5%	-4%	1	-9	2%	2	-1%	1
C[C@H](NC(=O)c1nc[nH]c1C(=O)NC1CCN(C(=O)OC(C)(C)C)CC1)C(=O)OC(C)(C)C	8	-0.6%	-1%	5	/	-5%	8	2%	-3
CCn1c(-c2cc3ccccc3cc2O)n[nH]c1=S	1	0.6%	-5%	5	-21	0%	-28	-10%	-2
COc1ccccc1CCNC(=O)CNC(=O)c1ccc2ccccc2c1	-8	0.1%	-4%&-3%	0	-5	-9%	2	-3%&-9%	-13
CCc1c(C(=O)N/N=C/c2ccc(OCc3ccc(F)cc3)c(OC)c2)nnn1-c1nonc1N	1	-0.9%	0%	6	-11	-3%	-14	2%	-4
CCCCNC(=O)C1CC(=O)N(CCc2ccccc2)C1 (configuration not stated)	2	2.2%	5%	2	10	3%	8	-1%	-1
Cc1oc(S(=O)(=O)N2CCCCC2)cc1NC(=O)Nc1ccc(F)cc1	10	-3.3%	-3%	22	3	-1%	-27	3%	0
Cc1cc2cc3c(cc2nc1SCC(=O)Nc1ccccc1)CCC3	/	?	-2%	/	-1	1%	/	?	/
COc1ccccc1-n1c(CNC(=O)c2ccco2)nnc1SCC(=O)Nc1ccc(F)cc1	8	4.2%	-4%	0	0	/	-2	0%	-3
CCCCC(=O)Nc1ccc(NC(=O)CC)cc1OC	15	0.0%	-3%	-1	-1	4%	-7	0%	7
O=C(CCC(=O)CCN1CCCCC1)CCN1CCCCC1	15	2.4%	-2%	1	-2	1%	12	1%	-1
Cc1cc(NCCc2ccccc2F)n2ncnc2n1	0	1.7%	-6%	12	-28	-8%	-24	0%	-2
Clc1ccc(C(c2ccccc2)N2CCNCC2)cc1 (configuration not stated)	5	-1.3%	-3%	20	4	1%	8	3%	2
Cc1cccc(-n2ncc(C(=O)N3CCN(c4ccc(Cl)cc4)CC3)c2C2CCN(C(=O)OC(C)(C)C)CC2)c1	-8	-1.5%	-3%	3	-20	4%	1	2%	-1
O=C(Cn1c(=O)n(Cc2ccco2)c(=O)c2cccnc21)Nc1ccccc1F	6	1.1%	-1%	0	/	5%	-9	-1%	4
COC(=O)C1=C(C(=O)OC)[C@@H]2N(C)c3ccccc3[C@@]23C[C@@H](C(=O)OC)N(C(C)=O)C3=N1	/	1.3%	-3%	5	/	-4%	-45*	2%	-9
Cn1c(SSc2ccc(-c3cccnc3)n2C)ccc1-c1cccnc1	/	/	-5%	/	16	?	/	-9%	/
CCOC(=O)N1CCC(NC(=O)C2CCCN(S(C)(=O)=O)C2)CC1 (configuration not stated)	-8	-2.3%	-3%	6	-16	-9%	10	-5%	-7
Cc1ccc(C(C)(O)CS(=O)(=O)Cc2ccccc2Cl)cc1 (configuration not stated)	-6	-3.2%	-2%	4	2	1%	-1	1%	-3
Cc1cccc(OCCn2cnc(Cl)c2Cl)c1	4	3.2%	-5%	2	-5	-12%	15	-4%	0
CNC(=O)CSc1nnc(-c2ccccc2F)n1CCc1ccccc1	5	-1.2%	-6%	2	5	0%	3	-1%	4
COc1ccc(-c2csc(Nc3cc(C)ccn3)n2)cc1C	1	1.5%	-1%	4	5	12%	-2	5%	5
COc1cc(C(=O)NCCc2cn3ccccc3n2)cc(OC)c1OC	3	0.5%	-5%	3	2	-3%	6	-5%	-12
COc1ccc(OC)c(CN2CCC(N3CCC(C(=O)NC4CC4)CC3)CC2)c1	-2	1.2%	0%	3	-8	2%	2	-1%	-6
COc1ccccc1CNC(=O)CCC1N=C2c3ccccc3N=C(SCc3ccc(C)cc3)N2C1=O (configuration not stated)	9	25%	3%	8	-1	5%	3	-5%	-4
CCC1CCCCN1C(=O)c1c[nH]c2ccc(S(=O)(=O)N(C)c3ccc(Cl)cc3)cc2c1=O (configuration not stated)	-11	-1.1%	-3%	7	-15	-1%	-1	1%	-1
CN1C(=O)C(CCC(=O)O)NC1=S (configuration not stated)	/	-1.9%	-1%	4	-3	-2%	14	-1%	-7
Cc1ccc(OCC(=O)OCC(=O)c2c(N)n(C)c(=O)n(C)c2=O)cc1C	/	5.3%	-4%	-1	-1	0%	-11	-5%	-3

One compound at a time (already shown):
COc1ccc(-c2csc(Nc3cc(C)ccn3)n2)cc1C is entered as D2 PAM: 1; RXFP1 agonist: 1.5%; Glioma ERSR ind: -1%; D1 ag: 4; RXFP1 antag: 5; Vif-A3F inh: 12%; D1 antag: -2; Vif-APOBEC3G blk: 5%; D1 PAM: 5
CN1C(=O)C(CCC(=O)O)NC1=S (configuration not stated) is entered as D2 PAM: /; RXFP1 agonist: -1.9%; Glioma ERSR ind: -1%; D1 ag: 4; RXFP1 antag: -3; Vif-A3F inh: -2%; D1 antag: 14; Vif-APOBEC3G blk: -1%; D1 PAM: -7

(further entries)
SMILES	D2 PAM	RXFP1 agonist	Glioma ERSR ind	D1 ag	RXFP1 antag	Vif-A3F inh	D1 antag	Vif-APOBEC3G blk	D1 PAM
O=C(NCCSc1ccccc1)c1ccc(CN2CCOCC2)cc1	-3	5.3%	-1%	2	0	11%	-8	1%	1
CCCn1nnc(NC(=O)/C=C/c2cc(Br)ccc2OC)n1	-12	-0.2%	-7%	-3	-22	-3%	11	-1%	2
CC(/C=N\NC(=O)c1cccnc1)c1ccccc1 (configuration not stated)	/	/	0%	/	25	1%	/	0%	/
COC(=O)C1=CNC=C(C(=O)OC)C1c1ccc(C(=O)OC)cc1	-4	5.7%	7%	38*	-4	3%	-6	-1%	-4
Cc1cccc(NC(=O)CSc2nnc(-c3cccs3)o2)c1	-21	-0.7%	0%	0	-6	2%	7	4%	2
Cc1cc(C)c(NC(=O)CSc2n[nH]c(-c3ccccc3Cl)n2)c(C)c1	18	-1.6%	-4%	6	-17	1%	-18	0%	3
COc1cc(NC(=O)C2CCCN2C(=O)OCc2ccccc2)cc(OC)c1 (configuration not stated)	-2	2.6%	-4%	2	-11	-5%	2	-5%	-3
CCN(CC(=O)NCc1ccccn1)S(=O)(=O)c1ccc(OC)cc1	1	-0.2%	-6%	2	-4	?	2	-5%	1
O=C(COC(=O)c1cnccn1)Nc1ccc(Cl)cc1	-10	-0.2%	-5%	0	6	/	0	-1%	3
CCOC(=O)N1CCN(S(=O)(=O)c2cccc3nonc23)CC1	-2	2.9%	-2%	5	-3	-1%	-1	2%	-3
CN(C)c1cccc(C(=O)N/N=C/c2ccccc2F)c1	/	-1.4%	-15%	1	-22	-21%	-28	0%	-1
CC(C(=O)N=Nc1c(O)n(C)c2ccc(Br)cc12)n1cnc2ccccc2c1=O (configuration not stated)	10	4.2%	/	3	/	/	-5	/	4
O=c1c2ccccc2nc2n1CCS2	-2	4.2%	-5%	1	4	-1%	-1	0%	-4
COc1ccc(Nc2oc(/C=C/c3ccc(OC)c(OC)c3)nc2C#N)cc1	/	11%	-1%	1	-5	0%	-11	0%	1
COc1ccc(-n2ccsc2=S)cc1	0	-1.2%	0%	2	-18	2%	-4	0%	-4
CCOc1ccc(NC(=O)N(CCN(C)C)C(C)c2cccnc2)cc1 (configuration not stated)	-3	-6.3%	-4%	4	-8	-1%	-5	0%	-1
O=C(Nc1nnc(-c2ccccc2F)s1)C1CCN(S(=O)(=O)c2ccc(Cl)cc2)CC1	-1	2.9%	-4%	-1	9	-9%	2	-6%	-3
CCC(C)[C@H](NC(=O)Nc1ccc2c(c1)OCCO2)C(=O)O (some centres not stated)	12	1.9%	-3%	0	-33	-8%	-10	0%	-3
COC(=O)c1cnn(-c2nc(-c3ccccc3)cs2)c1N	-3	0.8%	0%	0	-7	20%	1	0%	-1
COc1ccccc1NS(=O)(=O)c1ccc2[nH]c(=O)[nH]c2c1	-4	4.6%	-5%	3	8	4%	-5	1%	0
CC(C)=CCN1CCN(Cc2ccc(Oc3ncccn3)cc2)CC1CCO (configuration not stated)	-2	-2.6%	-4%	1	-3	0%	5	0%	2
COc1cc(S(=O)(=O)N(Cc2ccc(C)cc2)Cc2ccco2)ccc1-n1cnnn1	-16	2.3%	-4%	5	-7	-1%	-8	0%	-13
COc1ccc2c(c1OC)C(=O)N1c3ccccc3COC21 (configuration not stated)	-7	-0.1%	-1%	-1	-3	-22%	-6	2%	-4
COc1c(Br)cc2c(C)c(C(=O)O)oc2c1Br	9	0.1%	2%	1	10	2%	7	1%	-5
CC(C)c1ccc(C(N)=S)cc1	-2	2.7%	0%	8	4	-1%	8	2%	-4
Clc1ccc2c(c1)c1cc(Cl)ccc1n2CN1CCOCC1	13	0.9%	1%	-1	-1	2%	-1	-18%	1
COC(=O)c1cc(S(=O)(=O)NCc2ccc3c(c2)OCO3)cn1C	/	-0.2%	-1%	1	-8	-11%	0	2%	0
O=C(CCC1CCCN(C(=O)C2CCCC2)C1)NCc1ccc(F)c(F)c1 (configuration not stated)	-7	0.4%	2%	3	-20	-15%	-8	0%	2
Cc1ccc(-c2nn(-c3ccccc3)cc2C(=O)NCCCN2CCCC2=O)cc1	7	0.3%	-4%	3	/	1%	-5	-3%	-4
O=C(COC(=O)/C=C/c1ccc2ccccc2n1)NNC(=O)c1ccc([N+](=O)[O-])cc1	5	0.0%	0%	0	-18	3%	3	-11%	0
CCOC(=O)c1cccc(NC(=O)c2ccccc2C)c1	-3	-0.4%	-6%	9	-7	-6%	27	2%	-10
Oc1ccc(-c2onc(C(F)(F)F)c2-c2cscn2)c(O)c1	-4	-0.6%	-2%	6	/	4%	-14	0%	-7
O=S(=O)(N/N=C1/CCCc2ccccc21)c1ccc(Br)cc1	-8	-0.2%	6%	-1	0	-1%	-1	7%	-6
O=C(Nc1cc(C(F)(F)F)ccc1N1CCCCC1)c1ccc(Br)o1	8	0.3%	-2%	2	-1	-3%	8	-1%	6

High-throughput results (PubChem)

The list is partial; the hit share may differ from the screen's.
